S1P1 ag pot: S1P1 (human) agonism or agonism potentiation; AID 449; activation, % at 9.5 µM; P21453; hit rate 0.57% among 56,000; S1P1 CRE-bla cells, forskolin, beta-lactamase FRET, potentiator mode; S1P1 agonist co-added at EC20, 2 nM; 100% = saturating reference agonist, 0% = basal;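 active means activation above a cutoff set at the mean activation of all tested compounds plus 3 SD, cut at about 54% in these data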;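 further: forskolin at 4 µM as EC80 and the EC20 agonist is SEW2871; 100% = SEW2871 at its EC100 plus forskolin at EC80; some compounds past the cut are filed as inactive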
TNAP act mid DEA: human TNAP activation, intermediate phosphate acceptor; 64,000 tested, under 10 active; purified TNAP, CDP-star luminescence, 100 mM DEA, 30 min; active compounds read high; scale: 0 levamisole-inhibited, 1 vehicle-only enzyme; P05186; activation factor at 20 µM;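 active means activation factor of at least 2 at 20 µM, relative to controls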
HEK293 NFkB inh: inhibitors of the PMA/ionomycin-induced NF-kB reporter in HEK293 cells. HEK-293 NF-kB luciferase reporter, luminescence. inhibition, % at 3 µM. hit rate 0.21% among 62,000. AID 465;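 active means inhibition above the mean of all tested compounds plus 3 SD, cut at about 40% in these data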;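 further: 0% = stimulated DMSO wells and 100% = 10 µM reference inhibitor 5653914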
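Reagent: PMA plus ionomycin mix as NF-kB-activating stimulus. Assay system: NF-kB luciferase reporter HEK-293 cells. Technique: luminescence from luciferase substrate reagent. Incubation: 1 h compound pre-incubation, 16 h PMA/ionomycin at 37 °C. Benchmarks: DMSO only as uninhibited control, 10 µM reference inhibitor as full inhibition. Repeats: tested once.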
M1 ag: activates the M1 muscarinic receptor. B-score at 10 µM. CHO-M1 cells, Fluo-4 calcium fluorescence, agonist mode; active compounds read high. hit rate 3% among 64,000;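 active means fluorescence rise, raw or as B-score row- and column-corrected plate score, outside the 99.7% band of its plate's samples, either direction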
E coli RNAP: blocks E. coli RNA polymerase transcription | fluorescence transcription assay | hit rate 0.2% among 62,000 | AID 559 | inhibition, %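 (tested at 10 µM)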; in the data active means inhibition above about 20%;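 further: 0% = enzyme without compound and 100% = no enzyme blank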
Jurkat viability: cytotoxic compounds reducing Jurkat cell viability. Jurkat E6.1 viability, ATP luminescence, 48 h. inhibition, % at 4 µM. AID 463. hit rate 1.2% among 56,000;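 active means inhibition above the mean inhibition of all tested compounds plus 3 SD, cut at about 28% in these data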
S1P3 agonist: agonists of human S1P3 receptor | activation, % at 4.5 µM | S1P3 NFAT-BLA reporter cells, agonism, FRET ratio; relative to 1 µM S1P, basal subtracted | Q99500 | hit rate 0.1% among 60,000;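 active means activation above the screen-wide mean plus 3 SD, cut at about 4.5% in these data, passing the limit was not always enough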; further: some compounds called inactive have numbers as strong as hits
Target sequence (Q99500 whole entry, looked up): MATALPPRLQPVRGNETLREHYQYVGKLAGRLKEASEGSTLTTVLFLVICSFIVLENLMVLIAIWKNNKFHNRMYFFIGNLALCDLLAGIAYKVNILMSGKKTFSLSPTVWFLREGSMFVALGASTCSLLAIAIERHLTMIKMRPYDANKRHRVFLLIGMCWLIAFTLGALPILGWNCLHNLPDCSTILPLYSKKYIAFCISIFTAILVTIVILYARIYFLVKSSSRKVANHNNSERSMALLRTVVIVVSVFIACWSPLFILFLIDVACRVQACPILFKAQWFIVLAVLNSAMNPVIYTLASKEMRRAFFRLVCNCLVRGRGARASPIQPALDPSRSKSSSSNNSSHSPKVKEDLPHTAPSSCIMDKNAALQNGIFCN
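Measure – % activation relative to 1 µM S1P (100%), per plate · System – stable CHO line with human S1P3, Gα16, NFAT-BLA reporter · Timing – cells plated overnight, compound 4 h 37 °C, substrate 2 h RT · Technique – fluorescent BLA substrate, ex 405 nm, em 460/535 nm ratio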
D1 mod: allosteric modulators of human D1 dopamine receptor. AID 641. hit rate 5.9% among 58,000. HEK293 D1, CRE-luciferase, dopamine EC30 potentiation; actives deviate in either direction. B-score at 10 µM;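 active means luminescence count or its row- and column-corrected plate score outside the 99.7% band of the plate's sample wells, on either side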
Target sequence (P21728 whole entry, looked up): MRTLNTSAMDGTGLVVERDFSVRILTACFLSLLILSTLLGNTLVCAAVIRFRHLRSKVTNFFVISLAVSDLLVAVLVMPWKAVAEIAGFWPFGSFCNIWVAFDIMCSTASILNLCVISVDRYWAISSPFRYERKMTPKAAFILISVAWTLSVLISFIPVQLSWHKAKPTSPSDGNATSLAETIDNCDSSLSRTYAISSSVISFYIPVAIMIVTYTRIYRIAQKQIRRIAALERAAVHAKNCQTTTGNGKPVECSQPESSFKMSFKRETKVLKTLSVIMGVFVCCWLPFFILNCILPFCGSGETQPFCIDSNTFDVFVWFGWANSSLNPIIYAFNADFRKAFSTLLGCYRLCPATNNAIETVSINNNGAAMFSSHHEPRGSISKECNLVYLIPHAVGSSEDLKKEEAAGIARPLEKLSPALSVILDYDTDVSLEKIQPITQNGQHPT
M1 antag: antagonists of rat M1 muscarinic receptor; CHO-M1 cells, Fluo-4 calcium, ACh EC80 antagonist mode; active compounds read low; B-score at 10 µM; hit rate 3.4% among 64,000; AID 628;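 active means calcium fluorescence response, raw or row-and-column corrected B-score, differing from the plate sample mean either way at a set confidence level, mostly lower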
* hit, by the source's call; . = not tested or not shown.

mol	S1P1 ag pot	TNAP act mid DEA	HEK293 NFkB inh	M1 ag	E coli RNAP	Jurkat viability	S1P3 agonist	D1 mod	M1 antag
CCN(C(=O)COC(=O)c1cccnc1SC)C1CCS(=O)(=O)C1 (configuration not stated)	13	0.9	-12	-0.69	1	-2	-0.6	-0.056	1.4
COC(=O)c1oc2nc(C)cc(C)c2c1N	2	0.9	15	0.0051	2	-2	-0.3	0.19	-0.25
COc1ccc(-c2ccc(SCC(=O)N3CCOCC3)nn2)cc1	-5	1	-1	0.0024	0	0	0.2	-0.2	-0.0092
CC1CCN(CCCNC(=O)COc2cc(=O)n(C)c3ccccc23)CC1	-46	1	12	-0.72	-4	3	-1.4	.	-0.21
COC(=O)c1ccc(CSc2nc3c(cnn3-c3ccccc3)c(=O)[nH]2)o1	-37	.	11	-0.18	.	10	-1.7	6.5*	0.28
CCCCNc1c(C(=O)OCC)c(=O)[nH]c2ccccc12	-14	0.9	12	0.032	-1	1	-0.7	0.66	0.6
O=C(O)c1cc2c(s1)-c1ccccc1OC2	.	0.9	14	0.49	-9	.	.	.	0.71
N#CC(C(=O)NCCc1ccccc1)c1nc2ccccc2nc1N1CCOCC1 (configuration not stated)	2	0.8	16	-0.27	-13	-1	-0.3	0.25	-0.52
O=C(CSc1nc2ccccc2c(=O)n1CCCO)NCc1ccccc1	5	1	16	0.064	8	-10	-0.7	-0.34	-0.19
CCOC(=O)c1[nH]c2ccc(Br)cc2c1NC(=O)CCN1CCCCC1	26	0.9	17	-0.58	2	10	-1.5	-0.75	-15*
Cn1cnc2cc(NC(=O)c3ccco3)ccc21	-6	0.9	-12	-0.18	9	-1	0.9	-1.1	-1.1
Cc1nn(-c2nc3ccccc3s2)c(N)c1-c1ccc(Cl)cc1	.	.	-4	0.16	.	-5	-0.5	-1.6	0.092
CCOC(=O)c1cnc(-n2cc(C)cn2)nc1NCc1ccc2c(c1)OCO2	-21	1	12	0.79	6	12	-1.6	0.6	-0.85
O=C(c1ccc(S(=O)(=O)N2CCCC2)cc1)N1CCN(Cc2ccc3c(c2)OCO3)CC1	-26	0.9	21	-0.14	3	7	-0.1	0.79	0.15
CCN(CC)c1ccc(-n2cc3c(=O)n(C)c(=O)n(C)c3c2)cc1	-20	0.9	8	0.27	7	-4	0.1	0.084	-0.16
Cc1cc(C(=O)CN2C(=O)c3ccccc3S2(=O)=O)c(C)n1-c1ccccc1	40	0.9	30	-0.7	11	3	0.2	-5*	0.022
COC(=O)c1ccc(NC(=O)CN2CCCC2)cc1	.	1	12	0.14	8	7	-0.8	1.1	-0.13
COC(=O)c1c(C)nc2ccccc2c1C(=O)O	-22	0.9	-2	0.48	14	-8	-0.3	-0.0059	1.6
CCOC(=O)N1CCN(C(=O)C(NC(=O)C2CCC(C)CC2)C(C)C)CC1 (configuration not stated)	.	0.9	22	0.86	4	.	.	-0.031	-0.12
N#Cc1cnn(-c2ccccc2)c1N	.	0.9	26	0.072	0	.	.	0.063	0.96

Some entries already given, showing only S1P1 ag pot, S1P3 agonist and E coli RNAP:
SMILES | S1P1 ag pot | S1P3 agonist | E coli RNAP
O=C(CSc1nc2ccccc2c(=O)n1CCCO)NCc1ccccc1 | 5 | -0.7 | 8
CCOC(=O)c1[nH]c2ccc(Br)cc2c1NC(=O)CCN1CCCCC1 | 26 | -1.5 | 2

(continued)
mol	S1P1 ag pot	TNAP act mid DEA	HEK293 NFkB inh	M1 ag	E coli RNAP	Jurkat viability	S1P3 agonist	D1 mod	M1 antag
CC1=Nn2c(nnc2-c2ccccn2)SC1	-20	0.9	5	0.32	11	4	-0.5	0.047	0.48
CCOc1cccc(/C(O)=C2/C(=O)C(=O)N(Cc3ccco3)C2c2ccncc2)c1 (configuration not stated)	.	0.9	11	-0.95	9	.	.	-0.066	-0.046
CC1=C(C(=O)Nc2ccc(Cl)cc2)C(c2ccco2)NC(=O)N1 (configuration not stated)	18	0.8	27	0.37	0	12	-0.2	0.3	-0.41
O=C(NCCN=C1NS(=O)(=O)c2ccccc21)c1ccc2nccnc2c1	-3	0.9	-2	0.36	6	-8	0.4	-0.32	-0.019
Cc1cc(N2CCC(C)CC2)n2nc(C)c(-c3ccccc3)c2n1	-6	1	20	0.25	-5	-4	-1.9	0.03	-0.048
CCOc1ccccc1-c1nc(-c2ccc(NC(=O)Cc3ccccc3OC)cc2)no1	16	0.9	11	-0.2	-11	0	-1.0	0.14	0.05
CN=C1SC(C(=O)O)CC(=O)N1C (configuration not stated)	-8	1	14	0.1	-6	1	-1.1	-0.35	-0.77
CC(Oc1ccccc1)C(=O)Nc1ccc(S(=O)(=O)N2CCOCC2)cc1 (configuration not stated)	-17	0.9	-4	-0.17	-6	7	-1.4	0.61	0.23
COc1ccc(C(=O)N2CCN=C2SCc2cccnc2)cc1OC	-8	0.9	-2	0.14	6	2	-1.2	4.8*	-0.076
O=C(CSc1nnc(-c2ccco2)n1CC1CCCO1)NC1CCCC1 (configuration not stated)	-10	0.9	19	-0.43	7	4	-0.5	0.83	1.3
CCOc1ccc(OCC)c(C2C(C#N)=C(N)N(c3cccnc3)C3=C2C(=O)CC(C)(C)C3)c1 (configuration not stated)	.	0.9	2	1.1	9	-7	0.2	-0.36	0.19
Cc1ccc2nc3c(c(N)c2c1)CCN3c1ccccc1	-41	0.9	5	0.16	3	7	-0.3	-0.073	-1.3
C=CCn1c(C)cc(C(=O)CN2C(=O)c3ccccc3C2=O)c1C	-3	0.9	-46	0.58	7	-7	-0.3	-2.1	-0.26
COc1cc(OC)c(C2CC(=O)N3CN(c4ccc(C)cc4)CSC3=C2C#N)cc1OC (configuration not stated)	14	0.9	-9	-0.5	8	5	-1.1	-0.16	-1.9
COc1ccc(OCCSc2nnc(-c3ccoc3C)n2C)cc1	-12	0.9	6	0.1	5	6	11	-0.12	0.19
O=C1CC(N2CCC(O)CC2)C(=O)N1c1ccc(Br)cc1 (configuration not stated)	1	0.9	20	-0.35	6	-3	-0.6	-1.4	0.33
Cn1c(=NC(=O)C2CC2)sc2cccc(F)c21	-16	0.9	-4	0.9	0	-1	-0.9	1.3	-0.02
COc1ccc(OCc2ccc(-c3nc4ccccc4c(=O)n3N)o2)cc1	-12	1	-12	0.88	-2	14	-0.5	-0.95	-0.13
COc1ccc(NC2=C(C)C(=O)CC2)cc1	-39	1	28	0.13	3	0	-1.3	-0.034	-0.16
CCCS(=O)(=O)N1CCc2cc(OC)c(OC)cc2C1	-7	0.9	2	-0.66	6	-13	0.7	0.15	0.21

Marked active in D1 mod (from the list above):
Compound,S1P1 ag pot,TNAP act mid DEA,HEK293 NFkB inh,M1 ag,E coli RNAP,S1P3 agonist,D1 mod,M1 antag
COC(=O)c1ccc(CSc2nc3c(cnn3-c3ccccc3)c(=O)[nH]2)o1,-37,.,11,-0.18,.,-1.7,6.5*,0.28
Cc1cc(C(=O)CN2C(=O)c3ccccc3S2(=O)=O)c(C)n1-c1ccccc1,40,0.9,30,-0.7,11,0.2,-5*,0.022
COc1ccc(C(=O)N2CCN=C2SCc2cccnc2)cc1OC,-8,0.9,-2,0.14,6,-1.2,4.8*,-0.076

Complete entries, looked up by structure.
Results for COc1ccc(OCCSc2nnc(-c3ccoc3C)n2C)cc1 = S1P1 ag pot = -12; TNAP act mid DEA = 0.9; HEK293 NFkB inh = 6; M1 ag = 0.1; E coli RNAP = 5; Jurkat viability = 6; S1P3 agonist = 11; D1 mod = -0.12; M1 antag = 0.19
Results for CC1=C(C(=O)Nc2ccc(Cl)cc2)C(c2ccco2)NC(=O)N1 (configuration not stated) = S1P1 ag pot = 18; TNAP act mid DEA = 0.8; HEK293 NFkB inh = 27; M1 ag = 0.37; E coli RNAP = 0; Jurkat viability = 12; S1P3 agonist = -0.2; D1 mod = 0.3; M1 antag = -0.41

(listing goes on)
mol	S1P1 ag pot	TNAP act mid DEA	HEK293 NFkB inh	M1 ag	E coli RNAP	Jurkat viability	S1P3 agonist	D1 mod	M1 antag
COc1ccc(C(=O)c2cnc(C(C)C)n2C)cc1	-6	1.1	-1	-2.6	9	-3	-1.4	1.1	1.1
CCN1C(=O)NC2C1N(S(C)(=O)=O)CCN2S(C)(=O)=O (configuration not stated)	-8	0.9	12	-0.5	0	2	-1.4	-0.2	0.12
N#CC[n+]1cc(-c2ccc(Cl)cc2)n2c1CCC2	-4	0.9	10	-0.073	9	-4	-0.8	-0.2	-0.15
CCC(c1nnc(SCC(=O)Nc2nnc(-c3ccccc3)o2)n1Cc1ccccc1)N(C)C (configuration not stated)	-23	1.1	0	0.11	3	-2	-0.8	1.1	0.2
CCCOc1nc2c(c(=O)n(C)c(=O)n2C)n1Cc1cccc2ccccc12	.	0.9	12	3.6*	5	.	.	-0.95	-0.7
CC(C)COC(=O)N1CCCC1C(=O)Nc1nccs1 (configuration not stated)	4	0.9	5	0.89	-2	13	1.1	0.15	-0.027
CCC(=O)Nc1c(C)nn(C(=O)CC)c1C	-32	0.9	12	-0.55	18	-2	0.8	-0.46	-0.43
COC(=O)c1ccc(CN2C(=O)NC3(CCC(C)CC3)C2=O)o1 (configuration not stated)	-10	1	0	-0.21	4	-7	-0.1	-1.4	-0.17
CC(=O)Nc1ccc(S(=O)(=O)N2CCC(NC(C)=O)(c3cccc(F)c3)CC2)cc1	.	0.8	18	0.5	0	.	.	0.11	0.58
COc1cccc(NC(=O)N2CCN(C(=O)C(Cc3ccc(OC)c(OC)c3)NC(C)=O)CC2)c1 (configuration not stated)	7	0.9	5	0.29	13	3	-0.4	-0.57	-0.84
CCc1nc(N)c(C#N)c(-c2ccncc2)c1C	-36	0.9	9	0.26	7	1	-1.1	4.4*	-0.09
